Bim-Bcl-B – human Bim-Bcl-B interaction inhibition | Q9HD36 | bead-based flow cytometry, Bim peptide-Bcl-B binding | inhibition, % at 10 µM | actives 0.073% (n = 190,000) | AID 951;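 further: 0% = tracer peptide without compound and 100% = reference inhibitor peptide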
ABCG2 block – blocks JC-1 efflux by human ABCG2 transporter | actives 0.1% (n = 190,000) | inhibition, % at 6.6 µM | IgMXP3 cells, flow cytometry;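 active means inhibition above 80%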;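 further: 0% = DMSO and 100% = nicardipine control wells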
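System: two drug-resistant human cell lines, ABCG2 and ABCB1; controls: nicardipine high and DMSO low controls; times: 10 min exposure at 25 °C with rotation, no wash; detection: flow cytometry of retained JC-1 fluorescence; read-out basis: percent efflux inhibition, scaled nicardipine 100% to DMSO 0%; doses: one concentration, 6.6 µM final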
ABCB1 inh – human ABCB1 inhibition, ABCG2 as counter-screen | P08183 | CCRF-Adr cells, JC-1 efflux, flow cytometry | inhibition, % at 6.6 µM | actives 0.067% (n = 190,000); in the data active means inhibition above about 40%;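 further: 0% = vehicle and 100% = reference inhibitor; higher value means more JC-1 retained so stronger ABCB1 efflux block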
Bcl-2 Bim block – disrupts Bim peptide binding to human Bcl-2; Bead-based flow cytometry, Bim peptide-Bcl-2 binding; inhibition, % at 10 µM; actives 0.06% (n = 190,000); AID 950; in the data active means inhibition above about 40%; inconclusive means no clear call, values can overlap the other calls;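 further: 0% = no compound wells with probe peptide and 100% = reference peptide inhibitor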
RGS7-Gao – regulators of human RGS7-Galphao interaction. P09471. Multiplexed bead flow cytometry, RGS7-Galphao binding; actives lie on both sides. binding response (% of control), % at 10 µM. actives 0.35% (n = 220,000); in the data active means binding response below about 49% or above about 150%; inconclusive means no clear call, values can overlap the other calls; inactive means in between;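 further: fluorescent Galphao held in activated GDP-AlF4 state binding bead-coupled RGS7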
Bfl-1 Bim block – disrupts Bim binding to human Bfl-1. Q16548. Bead-based flow cytometry, Bim-Bfl-1 binding inhibition. inhibition, % at 10 µM. actives 0.12% (n = 190,000). AID 1008;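 further: 0% = wells without compound plus tracer and 100% = blocker peptide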
RGS4-Gao reg – human RGS4-Galphao interaction regulation; P09471; Multiplexed bead flow cytometry, RGS4-Galphao binding; actives lie on both sides; binding response (% of control), % at 10 µM; actives 0.33% (n = 220,000); in the data active means binding response below about 49% or above about 150%; inactive means in between;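 further: fluorescent Galphao activated with aluminum fluoride binding bead-coupled RGS4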
Mcl-1 Bim block – disrupts Bim peptide binding to human Mcl-1 | Q07820 | Bead-based flow cytometry, Bim peptide-Mcl-1 binding | inhibition, % at 10 µM | actives 0.1% (n = 190,000);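 further: 0% = no compound tracer wells and 100% = peptide blocker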
Target sequence (Q07820 whole entry, looked up): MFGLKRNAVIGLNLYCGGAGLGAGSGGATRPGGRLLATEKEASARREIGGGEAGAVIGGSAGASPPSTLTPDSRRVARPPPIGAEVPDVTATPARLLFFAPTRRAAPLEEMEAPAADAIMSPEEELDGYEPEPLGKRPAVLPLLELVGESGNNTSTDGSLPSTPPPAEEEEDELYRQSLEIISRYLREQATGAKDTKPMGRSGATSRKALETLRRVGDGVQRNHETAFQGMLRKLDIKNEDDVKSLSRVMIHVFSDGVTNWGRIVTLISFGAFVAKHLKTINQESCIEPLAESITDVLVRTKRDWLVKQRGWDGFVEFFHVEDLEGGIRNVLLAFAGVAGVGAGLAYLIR
Bim-Bcl-XL – disrupts Bim peptide binding to human Bcl-XL; actives 0.04% (n = 190,000); inhibition, % at 10 µM; bead flow cytometry, fluorescence
Target sequence (Q07817 whole entry, looked up): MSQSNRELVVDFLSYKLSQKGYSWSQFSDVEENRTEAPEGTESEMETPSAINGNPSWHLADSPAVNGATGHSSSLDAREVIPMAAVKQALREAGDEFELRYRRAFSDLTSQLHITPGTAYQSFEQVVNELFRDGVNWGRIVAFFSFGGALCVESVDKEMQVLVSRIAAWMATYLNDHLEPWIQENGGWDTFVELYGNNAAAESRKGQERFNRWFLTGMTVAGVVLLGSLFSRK
Bim-Bcl-W – human Bim-Bcl-W interaction inhibition; Q92843; bead-based flow cytometry, Bim peptide-Bcl-W binding; inhibition, % at 10 µM; actives 0.02% (n = 190,000); AID 952;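 further: 0% = bound tracer without compound and 100% = peptide blocker; higher means less fluorescent Bim peptide bound to Bcl-W beads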
RGS8-Gao – human RGS8-Galphao interaction regulation. multiplexed bead flow cytometry, RGS8-Galphao binding; actives lie on both sides. AID 1423. P09471. actives 0.34% (n = 220,000). response (percent of control binding), % at 10 µM; in the data active means response below about 60% or above about 140%; inactive means in between;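 further: Galphao activated as the GDP aluminium fluoride complex binding bead-coupled RGS8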
The depositor's hits bear a star; ? = inconclusive. Unless noted, no stated cut-off is given here; in the data, active means inhibition above about 40%.

1. COC(=O)c1ccc(COC(=O)CCC(=O)c2cccs2)cc1
2. CN(C)S(=O)(=O)c1cccc(NC(=O)CSc2nc3ccccc3[nH]2)c1
3. COc1ccc(C(=O)C2CCCN(Cc3cnc(N4CCCC4)s3)C2)cc1OC (stereo not drawn)
4. O=C(c1ccc(Cl)cc1)N1CCN(c2ccnc3cc(Cl)ccc23)CC1
5. O=C(O)C1=C(OCc2ccc(F)c(F)c2)C(=O)NCC1
6. CC(C)=CCCC(C)CN(C)CCc1ccccn1 (stereo not drawn)
7. Cc1ccc(C(=O)OCC(=O)N2CCc3ccccc32)cc1
8. Cc1cc(=O)oc2c1c(C)nn2-c1nn[nH]n1

compound no.	1	2	3	4	5	6	7	8
Bim-Bcl-B	-7	0	-3	-1	-2	-3	-3	-8
ABCG2 block	2	9	0	2	2	0	3	18
ABCB1 inh	-0.1	0.2	1.6	1.3	1.1	0.1	0.3	0.5
Bcl-2 Bim block	-1	0	-3	-1	0	-5	-6	-10
RGS7-Gao	100	?	104	101	99	102	115	101
Bfl-1 Bim block	-4	-2	-8	-6	-4	-9	-3	-19
RGS4-Gao reg	101	101	100	104	100	98	120	96
Mcl-1 Bim block	-4	1	-2	0	-1	0	-1	-4
Bim-Bcl-XL	-5	3	-3	-2	-3	-1	-3	-7
Bim-Bcl-W	-1	0	-3	-1	0	0	-2	0
RGS8-Gao	103	100	103	102	101	105	105	101

Single values from above.
Entry of Cc1ccc(C(=O)OCC(=O)N2CCc3ccccc32)cc1 in ABCG2 block: 3
Entry of O=C(c1ccc(Cl)cc1)N1CCN(c2ccnc3cc(Cl)ccc23)CC1 in ABCB1 inh: 1.3

Part of the list above in order of count of non-hydrogen atoms, low to high.
8. Cc1cc(=O)oc2c1c(C)nn2-c1nn[nH]n1
6. CC(C)=CCCC(C)CN(C)CCc1ccccn1 (stereo not drawn)
2. CN(C)S(=O)(=O)c1cccc(NC(=O)CSc2nc3ccccc3[nH]2)c1

compound no.	8	6	2
Bim-Bcl-B	-8	-3	0
ABCG2 block	18	0	9
ABCB1 inh	0.5	0.1	0.2
Bcl-2 Bim block	-10	-5	0
RGS7-Gao	101	102	?
Bfl-1 Bim block	-19	-9	-2
RGS4-Gao reg	96	98	101
Mcl-1 Bim block	-4	0	1
Bim-Bcl-XL	-7	-1	3
Bim-Bcl-W	0	0	0
RGS8-Gao	101	105	100

Next entries.
9. CN(/N=C\c1ccc(O)c(O)c1)c1nc(-c2ccccc2)cc(-c2ccccc2)n1
10. Cc1ccc(S(=O)(=O)Nc2ccncc2)c(C)c1N(C)S(=O)(=O)c1ccc(Cl)cc1
11. O=C(NCC1CCCO1)C(c1cccs1)N(Cc1cccs1)C(=O)c1ccc(-c2ccccc2)[nH]1 (stereo not drawn)
12. Cc1ccc(N2C(=O)C(c3c(C)[nH]n(-c4ccccc4)c3=O)(C(F)(F)F)C3=C2CC(C)(C)CC3=O)cc1 (stereo not drawn)
13. NC(=O)CN1C(=O)C2CCCCN2C(=O)c2ccccc21 (stereo not drawn)
14. COc1ccc2[nH]cc(C(=O)N3CCCCC3)c(=O)c2c1
15. Nc1nc(-c2ccc(Br)cc2)c(S(=O)(=O)c2ccccc2)s1
16. O=C(/C=C/c1ccccc1Cl)NCc1ccco1

compound no.	9	10	11	12	13	14	15	16
Bim-Bcl-B	-1	-5	2	-2	0	0	-6	-7
ABCG2 block	-17	0	5	0	3	1	6	2
ABCB1 inh	-5.3	0.1	4.4	0.1	0.4	0.1	0.8	0.1
Bcl-2 Bim block	0	0	0	-5	2	3	-3	-3
RGS7-Gao	90	101	102	96	114	104	95	101
Bfl-1 Bim block	5	0	-2	-9	-1	-1	0	-6
RGS4-Gao reg	94	102	107	98	117	99	94	104
Mcl-1 Bim block	0	-1	0	1	0	-1	-4	-4
Bim-Bcl-XL	-2	-3	-3	-6	0	0	-2	0
Bim-Bcl-W	0	-1	0	2	2	-1	-3	-1
RGS8-Gao	96	104	106	101	110	100	101	101

17. O=C(Cn1c(CC(=O)N2CCOCC2)nc2ccccc21)Nc1ccc2c(c1)OC(F)(F)O2
18. CCc1ccccc1NC(=O)CN(C)C(=O)Cn1ncc(Cl)c(Cl)c1=O
19. Cc1ccccc1Nc1nnc(SCC(=O)Nc2ncc(C(F)(F)F)cc2Cl)s1
20. CC(C)CCOc1cccc(OCC(=O)N(C)C2CCS(=O)(=O)C2)c1 (stereo not drawn)
21. O=C(NCc1ccco1)C(c1ccc(F)cc1)N(C(=O)Cc1cccs1)c1cccnc1 (stereo not drawn)
22. CCn1nnnc1SCC(=O)Nc1cccc(C)n1
23. CCC(c1nnnn1Cc1ccc(OC)cc1)N(CCCO)Cc1cc2cc3c(cc2[nH]c1=O)OCO3 (stereo not drawn)
24. CCn1nc(C)c(/C=N/NC(=O)c2c[nH]c3ccccc23)c1C

compound no.	17	18	19	20	21	22	23	24
Bim-Bcl-B	-7	-12	-7	-3	-4	0	-4	-9
ABCG2 block	6	-1	0	3	4	2	1	3
ABCB1 inh	0.0	-0.1	0.5	0.9	1.5	0.6	0.0	0.5
Bcl-2 Bim block	-4	-8	-7	0	-1	-1	-4	-5
RGS7-Gao	101	103	106	99	105	103	104	93
Bfl-1 Bim block	-16	-19	-7	-1	-5	-1	-14	-2
RGS4-Gao reg	101	100	105	101	101	104	106	97
Mcl-1 Bim block	-1	-8	-4	0	-2	0	0	-9
Bim-Bcl-XL	-6	-12	-7	1	-2	0	2	-6
Bim-Bcl-W	-2	-9	-4	-1	0	-3	3	-5
RGS8-Gao	101	102	105	100	103	101	103	91

4 compounds out of the list above, sorted by their value in Bcl-2 Bim block, descending.
No. | SMILES | Bcl-2 Bim block
20 | CC(C)CCOc1cccc(OCC(=O)N(C)C2CCS(=O)(=O)C2)c1 (stereo not drawn) | 0
17 | O=C(Cn1c(CC(=O)N2CCOCC2)nc2ccccc21)Nc1ccc2c(c1)OC(F)(F)O2 | -4
24 | CCn1nc(C)c(/C=N/NC(=O)c2c[nH]c3ccccc23)c1C | -5
18 | CCc1ccccc1NC(=O)CN(C)C(=O)Cn1ncc(Cl)c(Cl)c1=O | -8

High-throughput results as filed in PubChem.

Not a hit list; about 0.94% have a hit in one of these screens.
